Bioassay records as filed in PubChem.
Fam108B inh: mouse Fam108B serine hydrolase inhibitors, primary screen, counter-screen for RBBP9 inhibitor project, biochemical, fluorescence polarization; inhibition, % at 9.51 µM; 300,000 tested, 0.33% active; recombinant Fam108B, FP-Rh probe fluorescence polarization;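 active = inhibition above the screen mean inhibition plus 3 SD, computed separately per campaign, cut at about 18% in these data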;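 note: inhibitors lower polarization as less probe binds the enzyme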
BCLXL inh: inhibitors of human Bcl-xL, primary screen, biochemical, fluorescence polarization, HTS. Bcl-2-like protein 1 (Homo sapiens), Q07817. GST-Bcl-xL / FITC-Bim BH3 peptide fluorescence polarization. inhibition, % at 10.9 µM. 320,000 tested, 0.7% active. AID 2129, 2009;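 active = inhibition above the mean of all tested compounds plus 3 SD, cutoff set per campaign, cut at about 30% in these data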;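 note: 0% = DMSO wells and 100% = unlabeled Bim-BH3 peptide competitor; inhibitors lower millipolarization by displacing the labeled peptide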
Efflux pump inh: inhibitors of Candida efflux pumps in yeast, primary screen, S. cerevisiae, Nile Red, multiplex; S. cerevisiae Candida pump triplex; inhibition, % at 10 µM; 330,000 tested, 0.44% active; AID 485275, 2010;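 active = plate passing quality check with inhibition over a set limit, or well fluorescence over plate mean plus 4 SD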;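 note: Nile Red retained in pooled yeast measured as flow cytometry median fluorescence; 0% = buffer negative control and 100% = Enniatin B positive control; higher means more Nile Red kept so more efflux inhibition; some compounds called inactive have numbers as strong as hits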
PME-1 primary: PME-1 inhibitors via competitive probe labeling, primary screen, biochemical, fluorescence polarization, FP-Rh probe, HTS; Protein phosphatase methylesterase 1 (Homo sapiens), Q9Y570; recombinant PME-1; inhibition, % at 5.9 µM; 320,000 tested, 0.53% active;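 active = inhibition above the campaign mean of all compounds plus 3 SD, cut at about 26% in these data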;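 note: competitive labeling of PME-1 active site by serine hydrolase directed probe; 0% = PME-1 with DMSO and 100% = wells lacking PME-1 enzyme; inhibitors block probe labeling so polarization falls and inhibition rises; many of its hits are not listed in these tables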
Target sequence (Q9Y570 whole entry, looked up): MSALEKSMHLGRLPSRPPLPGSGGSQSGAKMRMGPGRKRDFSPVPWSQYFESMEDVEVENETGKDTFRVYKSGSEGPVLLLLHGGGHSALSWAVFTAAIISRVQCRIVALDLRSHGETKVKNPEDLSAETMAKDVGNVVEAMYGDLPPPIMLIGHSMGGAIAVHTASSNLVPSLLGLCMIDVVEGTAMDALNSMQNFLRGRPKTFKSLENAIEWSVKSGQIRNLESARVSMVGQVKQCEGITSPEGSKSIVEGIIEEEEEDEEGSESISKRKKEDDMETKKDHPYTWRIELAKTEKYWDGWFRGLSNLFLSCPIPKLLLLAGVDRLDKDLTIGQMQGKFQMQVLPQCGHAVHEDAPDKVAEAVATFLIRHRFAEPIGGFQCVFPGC
MEX-5 binding: MEX-5 zinc finger RNA-binding disruptors – biochemical, C. elegans, fluorescence polarization, MLPCN library, primary screen; AID 1832, 2009; 300,000 tested, 0.38% active; activity score (negative = inhibition of binding), % at 10 µM; MEX-5/FITC-TCR2 RNA binding; stronger effect = lower value; Zinc finger protein mex-5 (Caenorhabditis elegans), Q9XUB2;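 active = inhibition past about -25% in most replicates, and total fluorescence under double the plate's negative control median, limit read from the data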;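 note: 0% = DMSO and -100% = 5 µM competing unlabeled TCR2 RNA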
MCL1-BIM inh: inhibitors of MCL1 binding to BIM-BH3, primary screen, biochemical, fluorescence polarization; Induced myeloid leukemia cell differentiation protein Mcl-1 (Homo sapiens), Q07820; GST-MCL1 / FITC-Bim-BH3 fluorescence polarization; inhibition, % at 10.9 µM; 320,000 tested, 0.68% active; AID 2057, 2009;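 active = inhibition above the mean inhibition of all tested compounds plus 3 SD, set per campaign, cut at about 40% in these data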;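 note: 0% = DMSO wells and 100% = unlabeled Bim-BH3 peptide control; higher means more loss of mP so more displacement of Bim peptide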
GLD-1 TGE inh: GLD-1/TGE RNA complex disruptors, primary screen, biochemical, fluorescence polarization. Female germline-specific tumor suppressor gld-1 (Caenorhabditis elegans), Q17339. purified GLD-1 + fluorescein TGE RNA. inhibition, % at 5.96 µM. 320,000 tested, 0.44% active;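 active = percent inhibition above a per-plate cutoff, the plate mean of test compounds plus 3 SD, cut at about 30% in these data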;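 note: 0% = DMSO wells with GLD-1 and probe and 100% = wells lacking GLD-1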
GRK2 aptamer HTS: compounds blocking aptamer binding on GRK2 – biochemical, human GRK2, bead flow cytometry, HTS, primary screen; Beta-adrenergic receptor kinase 1 (Homo sapiens), P25098; FAM-aptamer displacement from GRK2; inhibition of aptamer binding, % at 10 µM; 330,000 tested, 0.59% active;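 active = inhibition of aptamer binding above 40%, roughly 3 SD of noise, on plates passing a quality check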;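 note: median bead fluorescence of bound FAM aptamer so fluorescent compounds give negative values; no value below 0 was filed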
Target sequence (P25098 whole entry, looked up): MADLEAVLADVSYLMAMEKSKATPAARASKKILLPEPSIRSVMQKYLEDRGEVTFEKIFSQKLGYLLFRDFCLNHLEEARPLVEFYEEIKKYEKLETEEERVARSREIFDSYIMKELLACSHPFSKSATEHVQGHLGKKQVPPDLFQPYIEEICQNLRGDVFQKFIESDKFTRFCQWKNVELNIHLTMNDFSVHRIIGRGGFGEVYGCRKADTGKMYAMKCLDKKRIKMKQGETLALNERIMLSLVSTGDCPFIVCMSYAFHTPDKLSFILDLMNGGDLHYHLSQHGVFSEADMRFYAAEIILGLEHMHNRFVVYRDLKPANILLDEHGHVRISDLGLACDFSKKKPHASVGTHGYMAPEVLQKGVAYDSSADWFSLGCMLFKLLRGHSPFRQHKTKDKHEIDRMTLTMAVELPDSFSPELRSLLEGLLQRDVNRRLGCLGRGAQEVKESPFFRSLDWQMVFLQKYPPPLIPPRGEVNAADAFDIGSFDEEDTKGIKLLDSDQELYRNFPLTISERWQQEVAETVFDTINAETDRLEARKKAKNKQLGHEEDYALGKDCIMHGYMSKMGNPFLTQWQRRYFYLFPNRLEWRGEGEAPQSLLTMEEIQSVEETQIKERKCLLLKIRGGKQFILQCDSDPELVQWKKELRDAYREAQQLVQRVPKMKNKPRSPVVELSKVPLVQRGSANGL
VLA-4 inh: inhibition in human VLA-4 binding assay, primary screen, VLA-4 allosteric modulator project, MLPCN library, flow cytometry, VLA-4 expressing cells | ligand binding flow cytometry | 330,000 tested, 0.2% active | Integrin alpha-4 (Homo sapiens), P13612 | inhibition, % (about 7 µM as worked out from the volumes in the protocol); in the data active = inhibition above about 50%
* = called active by the depositor; / = not tested or not shown.

SMILES | Fam108B inh | BCLXL inh | Efflux pump inh | PME-1 primary | MEX-5 binding | MCL1-BIM inh | GLD-1 TGE inh | GRK2 aptamer HTS | VLA-4 inh
CC1(C)Cc2ccccc2-c2nc(NCCCO)[nH]c(=O)c21 | 0 | 0 | -0.1 | -1 | 0.4 | 1 | 5 | 0 | 11
c1cncc(C(c2nnnn2C2CCCCC2)N2CCN3CCCC3C2)c1 (stereo not given) | 2 | 2 | 0.0 | -3 | / | -2 | -7 | 0 | 10
O=S(=O)(NCCN1CCOCC1)c1ccc(F)c(Cl)c1 | -5 | -3 | 0.3 | 0 | -1.7 | -7 | -6 | 0 | 5
O=C(c1ccc2c(c1)OCO2)C1CCCN(Cc2cn[nH]c2-c2cccc(F)c2)C1 (stereo not given) | -1 | 2 | 0.1 | 1 | -0.5 | -1 | 11 | 0 | 5
CC1(C)CC(NC(=O)c2cccc(F)c2)CC(C)(C)N1 | 3 | -2 | 0.1 | 1 | -4.3 | 6 | 2 | 0 | 16
Cc1cccc(N(C(=O)CNC(=O)c2ccco2)C(C(=O)NC2CCCC2)c2cccnc2)c1 (stereo not given) | 0 | -3 | -0.1 | 5 | 1.8 | 6 | -3 | 0 | -7
O=C(c1cc(COc2ccc(F)cc2F)on1)N1CCCC(c2ccccc2)C1 (stereo not given) | 3 | 2 | 0.3 | 2 | 1.5 | -5 | -4 | 1 | 4
CCN(CC)C(=O)c1ccc(-c2cccs2)s1 | -3 | 0 | 0.3 | -4 | -1.8 | 6 | 3 | 4 | 4
CCN(CC(=O)Nc1ccc(S(=O)(=O)N2CCCC2)cc1)Cc1ccccc1 | 1 | -11 | -0.1 | 19 | 1.0 | -11 | 7 | 0 | 3
Cc1ccc(NC(=O)COC(=O)/C=C/c2cccs2)cc1 | 3 | 2 | -0.1 | 5 | 1.1 | -2 | 2 | 0 | 2

One compound at a time, as listed above. Values in the order: Fam108B inh	BCLXL inh	Efflux pump inh	PME-1 primary	MEX-5 binding	MCL1-BIM inh	GLD-1 TGE inh	GRK2 aptamer HTS	VLA-4 inh
Cc1ccc(NC(=O)COC(=O)/C=C/c2cccs2)cc1 reads 3	2	-0.1	5	1.1	-2	2	0	2
CC1(C)CC(NC(=O)c2cccc(F)c2)CC(C)(C)N1 reads 3	-2	0.1	1	-4.3	6	2	0	16

Other results follow.
SMILES | Fam108B inh | BCLXL inh | Efflux pump inh | PME-1 primary | MEX-5 binding | MCL1-BIM inh | GLD-1 TGE inh | GRK2 aptamer HTS | VLA-4 inh
CCc1ccc2[nH]c(=O)c(CN(Cc3ccco3)S(=O)(=O)c3ccc4c(c3)OCCO4)cc2c1 | -1 | 6 | -0.1 | 0 | -2.4 | 10 | -1 | 0 | 1
COc1ccc(OC)c(CNC(=O)COc2cc(=O)n(C)c3ccccc23)c1 | -5 | 1 | 0.0 | 11 | 0.3 | 6 | -4 | 2 | 15
O=C(NCCc1ccc(Cl)cc1)C1CCN(S(=O)(=O)c2cccc3nonc23)CC1 | -1 | -8 | 0.1 | -7 | -0.2 | -12 | -1 | 4 | 31
Cc1ccc(C(=O)NC(=S)NNC(=O)c2ccccc2)cc1 | -1 | 5 | -0.1 | 1 | 2.9 | 9 | 4 | 0 | 3
CC(C)c1ccc(S(=O)(=O)N2CCN(C(=O)c3cc([N+](=O)[O-])ccc3N3CCOCC3)CC2)cc1 | 5 | 5 | -0.4 | 3 | 1.4 | 11 | 7 | 0 | 3
O=C(NCCCCCNC(=O)c1ccco1)c1ccco1 | 4 | 9 | 0.2 | -5 | -0.7 | 6 | 27 | 0 | 19
Cc1ccc(S(=O)(=O)N(C)C)cc1NC(=O)COC(=O)Cc1ccc(Br)cc1 | 0 | 4 | -0.1 | 3 | 0.5 | 14 | 7 | 1 | 5
O=C(Nc1ccc2ncccc2c1)Nc1ccc2ncccc2c1 | -7 | 0 | -0.2 | -3 | -2.2 | 1 | 3 | 0 | -1
CCOc1ccc(C(=O)NCC(=O)OCc2cc([N+](=O)[O-])cc3c2OCOC3)cc1OCC | 0 | 3 | 0.2 | -2 | 0.4 | -1 | 0 | 2 | 5
Cc1nn(-c2ccccc2)c(N2CCCC2)c1/C=N/O | 8 | 4 | -0.2 | -6 | 0.7 | 5 | 0 | 4 | -5
COc1cc(NC2c3ccccc3C(=O)N2Cc2ccc3c(c2)OCO3)cc(OC)c1 (stereo not given) | -6 | 0 | 0.3 | 4 | -1.1 | -9 | -2 | 2 | 0
CCOC(=O)c1cnc(SCC(=O)c2ccc(Cl)cc2)nc1N | -4 | -2 | 0.1 | -3 | -0.3 | 3 | -1 | 2 | 9
Cc1ccc(C(=O)N2CCN(c3ccc(NC(=O)c4cccs4)cc3)CC2)cc1 | 3 | 1 | 1.6 | 8 | -2.0 | 1 | 9 | 2 | 3
Cc1ccc(NS(=O)(=O)c2cc(OCC(N)=O)c(C)cc2Cl)cc1 | -5 | -3 | 0.2 | 2 | 1.8 | -1 | 0 | 0 | -8
CCOC(=O)c1nc(C)sc1-c1ccnn1S(=O)(=O)c1ccc(C)cc1 | -1 | 2 | 0.2 | 7 | 3.5 | 2 | 2 | 0 | -3
CC[N+]1(C)[C@@H]2CC[C@H]1CC(OC(=O)[C@H]1CCC(C(=O)OC3C[C@H]4CC[C@@H](C3)[N+]4(C)CC)(c3ccccc3)c3ccccc31)C2 (stereo not given in full) | 2 | 4 | 0.0 | -8 | / | -2 | 2 | 0 | 17
CCCOc1cccc(C2C(C(=O)c3ccco3)=C(O)C(=O)N2c2nnc(C)s2)c1 (stereo not given) | -4 | 41* | 0.2 | -3 | -32* | 54* | 56* | 1 | -7
CCOC(=O)CSc1nnc(CSc2nc3sc4c(c3c(=O)[nH]2)CCC4)n1-c1ccccc1 | 10 | 6 | -0.2 | 0 | -0.3 | -8 | -4 | 0 | -11
N=c1n(CCO)c2ccccc2n1Cc1ccccc1Cl | -3 | 4 | 0.4 | 1 | 2.1 | -10 | -4 | 0 | 0
CSc1nsc(SCC(=O)Nc2ccccc2C(N)=O)n1 | -2 | 7 | -0.4 | -2 | 2.0 | 8 | 6 | 0 | 11
CC(=O)NCC(=O)N(c1c(C)n(C)n(-c2ccccc2)c1=O)C1(C(=O)NC2CCCC2)CCCCC1 | -1 | 0 | -0.1 | 2 | 0.9 | -4 | -7 | 4 | -4
OC(CNCCc1ccc(C(F)(F)F)cc1)COc1cccc2ccccc12 (stereo not given) | 4 | 3 | -0.1 | 2 | 2.0 | 15 | 6 | 0 | 2
CCOC(=O)C1(Cc2ccccc2)CCN(Cc2ccon2)CC1 | 0 | 5 | -0.2 | -4 | 0.7 | 4 | -2 | 0 | 0
CCN(CC)CCCNC(=O)c1cc(-c2ccc3c(c2)OCO3)on1 | -2 | 5 | 0.9 | -5 | -4.3 | 6 | -1 | 0 | 20
CC1CCCN(c2nc3c(c(=O)n(C)c(=O)n3C)n2CCSc2nc3ccccc3s2)C1 (stereo not given) | 5 | -5 | 0.4 | 11 | 1.9 | 0 | 5 | 0 | 2
CCOc1ccccc1Nc1nc2ccccc2n1C(C)C | 0 | 2 | 0.0 | 4 | 0.5 | 1 | -1 | 1 | 15
O=C(CSc1nnc2ccccn12)NNC(=O)c1cccc(Cl)c1 | / | / | 0.3 | / | / | / | 5 | 1 | 8
Cc1ccc(COc2cccc(/C=N/NC(=O)c3nnn(-c4nonc4N)c3C)c2)cc1 | 2 | -1 | 0.0 | -1 | -0.5 | -4 | -4 | 0 | 1
COc1cccc(C(=O)Nc2nnc(S(=O)(=O)N(C)c3ccccc3)s2)c1 | -6 | 5 | -0.1 | -5 | 4.7 | 8 | 4 | 3 | 14
Cc1cc(Br)ccc1NC(=O)CNC(=O)Cn1ncc(Cl)c(Cl)c1=O | 2 | 6 | -0.1 | -2 | -0.7 | -4 | 3 | 0 | 50*
CN(c1ccc(OCC(=O)OCC(=O)NC2CCCC2)cc1)S(=O)(=O)c1ccc2ccccc2c1 | -1 | 4 | 0.6 | 13 | -1.8 | 2 | -4 | 0 | 10
CC(C)CNC(=O)COC(=O)c1cc(Cl)cc(Cl)c1N | 9 | 9 | -0.1 | 2 | 1.9 | 1 | -8 | 0 | -10
COc1ccc(N2CCN(C(=O)c3ccccc3N(C)S(=O)(=O)c3ccc(C)cc3)CC2)cc1 | / | / | -0.5 | / | -1.2 | / | / | 4 | 1
O=C(O)CCCNC(=O)CC1S/C(=N/N=C/c2ccccc2O)NC1=O (stereo not given) | 0 | -4 | 0.0 | 2 | -0.6 | 4 | -1 | 0 | 6
Cn1cccc1-c1nc2ccc(NC(=O)c3cccs3)cc2[nH]1 | 0 | 6 | 0.3 | 0 | 2.5 | 4 | -8 | 0 | -11
O=C(N/N=C/c1cccc([N+](=O)[O-])c1)c1ccc(COc2ccccc2-c2ccccc2)cc1 | 9 | -1 | 0.0 | -25 | 5.7 | 2 | -3 | 0 | -1
Clc1ccccc1CN1CCN(c2ncccn2)CC1 | 1 | 1 | 0.0 | 1 | 0.5 | -3 | -2 | 0 | 8
O=C(CSc1ccc(Cl)cc1)N1CCN(c2ncc(C(F)(F)F)cc2Cl)CC1 | 0 | 1 | -0.1 | -2 | -1.6 | 1 | 3 | 0 | 7
Cc1ccc(NC(=O)N(Cc2cccnc2)Cc2ccco2)cc1C | -6 | -1 | 1.2 | -2 | -2.4 | 1 | 1 | 5 | -1
Cc1ccc(C(C(=O)NC2CCCC2)N(Cc2cccnc2)C(=O)c2snc(C(N)=O)c2N)o1 (stereo not given) | 4 | 4 | -0.1 | 1 | 0.8 | 5 | 0 | 2 | 5
Cc1cc(N2CCN(S(=O)(=O)c3ccc(C)c(C)c3)CC2)c2ccccc2n1 | 1 | 1 | 0.1 | 0 | -1.4 | -2 | 2 | 1 | -1
COC(=O)CSc1nnc(-c2ccc(S(=O)(=O)N3CCC(C)CC3)cc2)o1 | -10 | -3 | 0.1 | 0 | 0.7 | -6 | 4 | 0 | 5
CCOc1ccccc1NC(=S)NC(=O)CCCOc1ccc(Cl)cc1Cl | -24 | 8 | 0.0 | -27 | 1.5 | 5 | 6 | 0 | -21
COc1ccc(CC(=O)NNC(=O)c2ccncc2)cc1 | -3 | 5 | -0.1 | -6 | -1.3 | 3 | 5 | 1 | 10
CC(C)C[C@@H](C(=O)N[C@@H](C(=O)O)c1ccccc1)N1C(=O)N2CCc3c([nH]c4ccccc34)[C@@]2(C)C1=O | -1 | 4 | 0.2 | 2 | -0.5 | 6 | 6 | 3 | -21
CC(=O)C1=C(O)C(=O)N(c2cccnc2)C1c1ccc([N+](=O)[O-])cc1 (stereo not given) | -2 | 5 | 0.1 | 3 | 0.9 | 6 | -4 | 0 | -1
Cn1c(-c2ccc(Cl)cc2)ccc(C#N)c1=O | -11 | 6 | 0.0 | 3 | 1.0 | 2 | 9 | 2 | 16

Some of the compounds tested; rates above refer to the full screens.
